Compound activity (PubChem)
Pf Dd2 inh: inhibitors of Plasmodium falciparum Dd2 growth. Potency, µM (titrated, usually from 28.9 µM), inactives show top-dose activity, negative = inhibition, hits mostly inhibitors. AID 1347417. P. falciparum Dd2 growth, SYBR Green, 72 h. 120,000 compounds, 4.3% hits; active means well fitted inhibition curve with a large enough effect; inconclusive means small, poorly fitted or top-dose-only effect; inactive means no such curve, though single readings can be large or run the other way;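 further: plate controls were DMSO vehicle for no effect and reference drug for full effect; nearly all actives have a fitted effect of over 65% in size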
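Infected erythrocytes (Dd2, 0.3% parasitemia, 2.5% hematocrit final) are added to compound in RPMI-1640/Albumax II medium, grown 72 h at 37C in low oxygen, then lysed with saponin/Triton-X containing SYBR Green and read by fluorescence.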
* = called active by the depositor; [ ] = dose if it differs, or a comment. Potency means the concentration at half of the fitted maximal effect. This is a subset; count on the stated rates, not on these rows.

What do the screens show for `COc1ccccc1NC(=O)C1=C(C)Nc2nc(SCc3cccc(F)c3)nn2C1c1ccc(C(=O)O)cc1` (stereo not drawn)?
Pf Dd2 inh: inconclusive

Results for Cc1cnc(C2CC2)n1C1CCCN(S(=O)(=O)c2cccc(F)c2)C1 (stereo not drawn) ?
Pf Dd2 inh: inactive

Results for CCCS(=O)(=O)N1CCc2c(sc3ncnc(N(C)C)c23)C1 ?
Pf Dd2 inh: inconclusive

What do the screens show for `CCC(=O)Nc1cccc(-c2cn3c(C)csc3n2)c1`?
Pf Dd2 inh: -19%

Results for Cc1ccc(NC(=O)c2c(C)oc3ncn(C)c(=O)c23)cc1F ?
Pf Dd2 inh: inactive

Results for OC(c1ccccc1)c1cn(C2CCN(Cc3cnc4ccccc4c3)CC2)nn1 (stereo not drawn) ?
Pf Dd2 inh: inconclusive

How did CN(Cc1ccccc1)C(=O)c1cn2ccnc(-c3ccccc3)c2n1 do in these assays?
Pf Dd2 inh: inconclusive

Results for O=C1COCC2(CN1Cc1ccccc1)CN(C(=O)c1ccc(F)c(Cl)c1)C2 ?
Pf Dd2 inh: inconclusive

What do the screens show for `CCn1nc(C)c(CN2C[C@@H](CO)[C@H](NC(=O)c3ccccc3)C2)c1C`?
Pf Dd2 inh: -4%

Results for O=C(NC1CC1)[C@H]1CN2CC[C@H]1C[C@@H]2Cn1cc(CO)nn1 ?
Pf Dd2 inh: 38%[activator][44.1 µM]

How did COc1ccc(NC(=O)/C(C#N)=C/c2ccc(OCc3cc(=O)n4nc(C)sc4n3)cc2)cc1 do in these assays?
Pf Dd2 inh: inactive

How did CN1C(=O)CO[C@H]2CN(C(=O)c3ccccn3)C[C@H]21 do in these assays?
Pf Dd2 inh: -18%[44.1 µM]

How did Cc1ccc(C(=O)NCCSc2c[nH]c3ccccc23)cc1C do in these assays?
Pf Dd2 inh: 7%

How did CCOc1ccc(C2C(C(N)=O)=C(C)Nc3nc(-c4ccc(OC)cc4)nn32)cc1 (stereo not drawn) do in these assays?
Pf Dd2 inh: inconclusive

How did CC(C)c1ccc(CN2CCC3(CC2)COCCN3C(=O)OCc2ccccc2)cc1 do in these assays?
Pf Dd2 inh: inconclusive

What do the screens show for `COc1ccc(CCc2nc3nccc(-c4ccc(F)cc4)n3n2)cc1OC`?
Pf Dd2 inh: -11%

Results for Cn1nc(C2CCN([S+](=O)([O-])c3cccc(C(F)(F)F)c3)CC2)[nH]c1=O ?
Pf Dd2 inh: -11%

What do the screens show for `O=C(NCc1cccnc1)[C@@H]1C[C@@H](O)CN1C1CCN(C(=O)c2ccsc2)CC1`?
Pf Dd2 inh: 15%

How did CC(C)CC(=O)N1CCc2nnc([C@@H]3C[C@@H](O)CN3C(C)C)n2CC1 do in these assays?
Pf Dd2 inh: -2%

How did CC(C)c1ccc(CN(Cc2ccco2)c2cnc(S(C)(=O)=O)nc2C(=O)Nc2ccc(F)cc2)cc1 do in these assays?
Pf Dd2 inh: 11µM*

Sorted by SMILES length (largest number first): 3 of the compounds above
How did COc1ccc(NC(=O)/C(C#N)=C/c2ccc(OCc3cc(=O)n4nc(C)sc4n3)cc2)cc1 do in these assays?
Pf Dd2 inh: inactive

Results for Cn1nc(C2CCN([S+](=O)([O-])c3cccc(C(F)(F)F)c3)CC2)[nH]c1=O ?
Pf Dd2 inh: -11%

Results for O=C1COCC2(CN1Cc1ccccc1)CN(C(=O)c1ccc(F)c(Cl)c1)C2 ?
Pf Dd2 inh: inconclusive

The list continues.
What do the screens show for `CN1c2cc(C(=O)N3CCC(C(N)=O)(N4CCCCC4)CC3)ccc2C(=O)N2CCCC21` (stereo not drawn)?
Pf Dd2 inh: inactive

How did CCN1C(=O)C2CC3(CCN(C(=O)c4cc(C)n(C)n4)CC3)CN2C1=O (stereo not drawn) do in these assays?
Pf Dd2 inh: -23%

How did Cn1cc(-c2ccncc2)cc1C(=O)NC1CCN(Cc2ccccc2)CC1 do in these assays?
Pf Dd2 inh: 5µM*

Results for CCc1ccc(NC(=O)CNC(=O)Cn2c(C)cc3ccccc3c2=O)cc1 ?
Pf Dd2 inh: -6%

What do the screens show for `COc1ccc(CN2Cc3cc(NC(=O)c4cccc(F)c4)ccc3OCC2=O)c(OC)c1`?
Pf Dd2 inh: inactive

What do the screens show for `O=C1c2c(nc(CNCc3ccc4c(c3)OCO4)n2Cc2ccccc2)NCCN1CCOc1ccccc1`?
Pf Dd2 inh: inconclusive

Results for COc1ccc(NC(=O)C2CC(=O)N(c3n[nH]c4cccc(F)c34)C2)cc1Cl (stereo not drawn) ?
Pf Dd2 inh: -1%

Results for COc1ccc(C)cc1NC(=O)Cn1c(=O)oc2cc(S(=O)(=O)N3CCCCC3)ccc21 ?
Pf Dd2 inh: -8%

What do the screens show for `C=CCC1(C(=O)O)CCCN(Cc2cn[nH]c2C(=O)O)C1` (stereo not drawn)?
Pf Dd2 inh: -4%

How did COc1ccc(NS(=O)(=O)c2ccc3c(c2)CCCN3C(=O)C2CCC2)cc1OC do in these assays?
Pf Dd2 inh: 5%

What do the screens show for `CN1c2cc(C(=O)Nc3cc(F)cc(F)c3)ccc2C(=O)N2CCCCCC21` (stereo not drawn)?
Pf Dd2 inh: 4.5µM*

What do the screens show for `Cc1ccc(C2Cn3nnc(-c4noc(-c5cccs5)n4)c3CO2)cc1` (stereo not drawn)?
Pf Dd2 inh: inconclusive

Results for CN(C)S(=O)(=O)N(CC(=O)NCCSCc1ccccc1Cl)c1ccccc1 ?
Pf Dd2 inh: 8%

Results for CCn1ncc(CN2CCn3c(nnc3[C@@H]3C[C@@H](O)CN3Cc3cccnc3)C2)c1C ?
Pf Dd2 inh: -6%

What do the screens show for `COc1ccc(CN2CCC23Cc2ccccc2NC3=O)cc1` (stereo not drawn)?
Pf Dd2 inh: inactive

What do the screens show for `CCCc1noc(-c2cccn3c(CNC(=O)COc4cccc(C)c4)nnc23)n1`?
Pf Dd2 inh: -8%

Results for COc1ccc(-n2nc3c(c2NC(=O)C(=O)NCc2ccccc2)CSC3)cc1 ?
Pf Dd2 inh: inconclusive

How did COc1ccc(CCNC(=O)c2nnn3cc(-c4ccccc4)[nH]c(=O)c23)cc1OC do in these assays?
Pf Dd2 inh: inconclusive

What do the screens show for `CCCN1CCCn2nc(CNC(=O)Nc3ccccc3SC)cc2C1`?
Pf Dd2 inh: 1%

What do the screens show for `Cc1cccc2c(C3CCN(S(=O)(=O)c4cc(Cl)cc(Cl)c4)CC3)c[nH]c12`?
Pf Dd2 inh: inconclusive

In the list so far, these have a Cl atom.
Results for O=C1COCC2(CN1Cc1ccccc1)CN(C(=O)c1ccc(F)c(Cl)c1)C2 ?
Pf Dd2 inh: inconclusive

Results for COc1ccc(NC(=O)C2CC(=O)N(c3n[nH]c4cccc(F)c34)C2)cc1Cl (stereo not drawn) ?
Pf Dd2 inh: -1%

Results for CN(C)S(=O)(=O)N(CC(=O)NCCSCc1ccccc1Cl)c1ccccc1 ?
Pf Dd2 inh: 8%

What do the screens show for `Cc1cccc2c(C3CCN(S(=O)(=O)c4cc(Cl)cc(Cl)c4)CC3)c[nH]c12`?
Pf Dd2 inh: inconclusive

Other compounds follow:
Results for O=C(COc1ccc(Cl)cc1)NC1CCc2n[nH]c(=O)n2CC1 (stereo not drawn) ?
Pf Dd2 inh: inconclusive

What do the screens show for `Cc1cccc(CN2CCC(CNC(=O)Cn3ncc4c([nH]c5ccc(C)cc54)c3=O)CC2)c1`?
Pf Dd2 inh: 11%

How did O=S(=O)(c1ccccc1)c1nnn2c1nc(NC1CCCCC1)c1sccc12 do in these assays?
Pf Dd2 inh: 4%

Results for COC(=O)c1sccc1S(=O)(=O)N(CC(=O)NCc1ccccc1)c1ccc(C)c(C)c1 ?
Pf Dd2 inh: 32%[activator]

How did CCc1ccc(-n2c(=O)c3sc4ccccc4c3n(CC(=O)NC3CCCC3)c2=O)cc1 do in these assays?
Pf Dd2 inh: inactive

Results for O=C(NC1(C(F)(F)F)C(=O)Nc2c1c(=O)[nH]c(=O)n2-c1ccccc1)c1ccccc1 (stereo not drawn) ?
Pf Dd2 inh: 25%

How did Cc1[nH]c2ccccc2c1C(=O)C(=O)NC1CC(=O)N(c2ccccc2)C1 (stereo not drawn) do in these assays?
Pf Dd2 inh: inactive

What do the screens show for `CC(=O)c1[nH]c(C)c(C(=O)N2CCCC(O)(CNC(=O)N(C)C)CC2)c1C` (stereo not drawn)?
Pf Dd2 inh: -5%

Results for COc1ccccc1NC(=O)CSc1nnc(NC(=O)Nc2ccc(C)cc2)s1 ?
Pf Dd2 inh: inconclusive

What do the screens show for `Cc1cc(C(=O)N2CCCCCCNC(=O)CC2c2ccccc2)nn1C` (stereo not drawn)?
Pf Dd2 inh: -10%

Results for COc1ccc(C(=O)NCc2nnc3ccc(-c4ccc(Cl)cc4)nn23)cc1OC ?
Pf Dd2 inh: inactive

Results for COC(=O)c1c(NC(=O)c2ccc(C(C)(C)C)cc2)sc2c1CCC(C)C2 (stereo not drawn) ?
Pf Dd2 inh: 30%

Results for Cc1cccc(N2CCN(C(=O)CCc3c(C)nc4c(c3C)c(=O)n(C)c(=O)n4C)CC2)c1C ?
Pf Dd2 inh: 20%

How did Cc1cccc(CNC(=O)c2cc3cc(S(=O)(=O)N4CCCCC4)ccc3n2C)c1 do in these assays?
Pf Dd2 inh: inconclusive

How did CCOc1ccccc1C(=O)N1CCC(N2C(=O)CCC2C(=O)NCc2ccccc2)CC1 (stereo not drawn) do in these assays?
Pf Dd2 inh: inconclusive

Results for CCOc1ccccc1CNCc1c(C(=O)O)c(C)n(Cc2ccc(C)cc2)c1C ?
Pf Dd2 inh: inconclusive

How did O=C(c1nc(-c2ccc(F)cc2)c2ccccn12)N1CCOCC1 do in these assays?
Pf Dd2 inh: 13%[44.1 µM]

What do the screens show for `CCc1nc([C@H]2CN(C)C[C@@H]2C(=O)NCC23CCCN2CCC3)c(C)[nH]1`?
Pf Dd2 inh: -9%

Results for CCOc1ccc(-n2nc3ccc(NC(=O)c4ccc(OC)c(Cl)c4)cc3n2)cc1 ?
Pf Dd2 inh: inactive

How did Cc1noc2c(-c3cccnc3NCc3cccnc3)cc(-c3ccccc3)nc12 do in these assays?
Pf Dd2 inh: inconclusive

How did CCN1CCC(N2CCCC(C(=O)NCc3ccccc3)CCNC(=O)CC2)CC1 (stereo not drawn) do in these assays?
Pf Dd2 inh: 9%

How did CCCCn1c(NCc2cc(Cl)ccc2O)nc2ccccc21 do in these assays?
Pf Dd2 inh: 3.2µM*

What do the screens show for `CCCN1CCCC2(CCN(C(=O)c3ccc4nc(C)sc4c3)C2)C1=O` (stereo not drawn)?
Pf Dd2 inh: 1%

How did COc1ccc(-n2c(SCC(=O)NC3CCCCC3)nc3c([nH]c4ccccc43)c2=O)cc1 do in these assays?
Pf Dd2 inh: 10µM*

Results for O=C(NCc1ccc(OC(F)(F)F)cc1)N1CCCC(Cn2cnc3cccnc32)C1 (stereo not drawn) ?
Pf Dd2 inh: 7.1µM*

Results for Cc1ccc(OCC(=O)Nc2ccc(S(=O)(=O)Nc3cc(C)nc(C)n3)cc2)c(Br)c1 ?
Pf Dd2 inh: inconclusive

How did O=C(c1ccc(Cl)cc1)N1CCn2c(nn(-c3ccc(F)cc3F)c2=O)C1 do in these assays?
Pf Dd2 inh: 5%

How did COc1ccc(CCNC(=O)CC(c2cccc(OC)c2OC)c2c[nH]c3ccccc23)cc1OC (stereo not drawn) do in these assays?
Pf Dd2 inh: inconclusive

Results for Cc1ccc(Cl)cc1N1CCN(C(=O)c2cc(S(=O)(=O)N3CCCCCC3)cn2C)CC1 ?
Pf Dd2 inh: inconclusive

How did COc1cc(C2CC(=O)Nc3cc4c(cc32)OCCO4)cc(OC)c1O (stereo not drawn) do in these assays?
Pf Dd2 inh: 15%

What do the screens show for `CN1CCC(N(C)C(=O)CCC[C@@H]2[C@H]3CCCN4CCC[C@@H](CN2Cc2ccccc2)[C@@H]34)CC1`?
Pf Dd2 inh: -12%

What do the screens show for `O=C(c1ccccn1)N1CC(CO)C2(CCNCC2)C1` (stereo not drawn)?
Pf Dd2 inh: 26%

What do the screens show for `Cc1ccc(C)c(NC(=O)c2oc(=O)c3ccccc3c2-c2ccccc2)c1`?
Pf Dd2 inh: inactive

What do the screens show for `COc1ccc(C(=O)NC(C(=O)NCC(C)C)C2CCN(C(=O)C3CC3)CC2)cc1` (stereo not drawn)?
Pf Dd2 inh: inconclusive

How did COc1ccc(C[C@H](NC(=O)C2=C[C@@H](NC(=O)c3ccc(OC)cc3)[C@@H](O)[C@H](O)C2)C(N)=O)cc1 do in these assays?
Pf Dd2 inh: 14%

What do the screens show for `COc1cccc(C(=O)NCCn2ccn3nc(-c4ccc(C)c(C)c4)cc3c2=O)c1`?
Pf Dd2 inh: -1%

How did Fc1ccc(Cn2ccnc2-c2ccccn2)c(Cl)c1 do in these assays?
Pf Dd2 inh: -16%

Results for O=C1Nc2ccccc2C12CCN(CC1CCCCC1)C2 (stereo not drawn) ?
Pf Dd2 inh: inconclusive

Results for Cc1ccc(C)c(C(=O)CSc2nc(-c3ccccc3)nc3c2CCCC3)c1 ?
Pf Dd2 inh: -7%

How did O=C(NCc1cn[nH]c1-c1ccc(F)cc1)C1COc2ccccc2C1 (stereo not drawn) do in these assays?
Pf Dd2 inh: -10%

Structures from the list above that have a CF3 group, in the order listed:
Results for Cn1nc(C2CCN([S+](=O)([O-])c3cccc(C(F)(F)F)c3)CC2)[nH]c1=O ?
Pf Dd2 inh: -11%

Results for O=C(NC1(C(F)(F)F)C(=O)Nc2c1c(=O)[nH]c(=O)n2-c1ccccc1)c1ccccc1 (stereo not drawn) ?
Pf Dd2 inh: 25%

Results for O=C(NCc1ccc(OC(F)(F)F)cc1)N1CCCC(Cn2cnc3cccnc32)C1 (stereo not drawn) ?
Pf Dd2 inh: 7.1µM*
